# Bioassay records (PubChem BioAssay)
# Glioma ERSR ind = qHTS for Inducers of the Endoplasmic Reticulum Stress Response (ERSR) in Human Glioma: qHTS | U87-MG GRP78 promoter luciferase reporter, 16 h | Potency, µM, for inactives: at the highest dose activation, hits mostly activators | 0.02% of 420,000 active; also: potency is read from the fitted curve at half-maximal effect; series mostly up to about 76 µM; % of control where 0% means no effect; nearly all actives have a fitted effect of over 35% in size
#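 Stably transfected U87-MG human glioma cells carrying a GRP78-based luminescent sensor were seeded at 1000 cells/well, pin-dosed with compounds and incubated 16 h. Luciferase reagent was then added, and end-point luminescence was read after 10 min at room temperature.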
# Vif-APOBEC3F blk = qHTS for Inhibitors of Vif-A3F Interactions: qHTS; HeLa A3F-eYFP + Vif (tagged APOBEC3F with the HIV-1 protein that degrades it), YFP fluorescence increase; Potency, µM (titrated, usually from 46.1 µM), for the others: at the highest dose activity, negative = active; 0.2% of 390,000 active; AID 602313, 2012; also: potency is read from the fitted curve at half-maximal effect; % of control where 0% means no effect; nearly all actives have a fitted effect of over 65% in size
#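 Fluorescence increase (Ex 488/Em 500-530) after overnight compound treatment at 37 deg C flags inhibition of Vif-driven A3F-eYFP loss in stable HeLa A3F-eYFP/Vif cells seeded overnight beforehand.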
# D1 agonist = Allosteric Agonists of the Human D1 Dopamine Receptor: qHTS | AID 504660, 2011 | HEK293 T-REx D1 cells, calcium flux, agonist mode | activation, % at 2 µM | D(1A) dopamine receptor (Homo sapiens), P21728 | 1% of 360,000 active; in the data active = activation above about 30%; also: 0% is about no effect
#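 Inducible HEK293 T-REx D1 cells, force-coupled to calcium signalling, were plated at 4000 cells/well with tetracycline and held overnight at 30 C. After no-wash calcium dye loading, compound-evoked calcium rise over 180 s flagged agonists.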
# D1 antag = Antagonist of Human D 1 Dopamine Receptor: qHTS; 3.2% of 360,000 active; HEK293 TREx D1 cells, calcium flux, dopamine EC80; hits give low values; AID 504652, 2011; activity change, negative = inhibition, % at 10 µM; in the data active = activity change below about -30%; also: % is scaled to controls: 0 for no effect and ±100 for the full control effect
#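 Tetracycline-induced HEK293 T-REx cells with force-coupled D1 receptor were loaded with a no-wash calcium dye. Compound was added after a 10 s baseline and read kinetically for 180 s; EC80 dopamine was then added and calcium flux followed another 180 s.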
# Vif-A3G inh = qHTS for Inhibitors of Vif-A3G Interactions: qHTS | DNA dC->dU-editing enzyme APOBEC-3G (Homo sapiens), Q9HC16 | HeLa A3G-eYFP + Vif (tagged APOBEC3G with the HIV-1 protein that degrades it), YFP fluorescence, overnight | Potency, µM (top dose mostly 46.1 µM), inactives show at the top dose activity, negative = active, most hits filed as inhibitors | 0.076% of 410,000 active | AID 602310, 2012;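 also: potency is read from the fitted curve at half-maximal effect; % is scaled to controls: 0 for no effect and ±100 for the full control effect; nearly all actives have a fitted effect of over 60% in size; hits raise eYFP signal because A3G escapes Vif-driven loss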
#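 Read-out is eYFP fluorescence (Ex 488/Em 500-530) from Vif-expressing HeLa A3G-eYFP cells; more signal means A3G escaped Vif-mediated degradation. Cells plated overnight, compound pinned in, incubated overnight at 37 deg C.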
# RXFP1 antag = qHTS Assay for Antagonists of the Relaxin Receptor RXFP1; HEK293-RXFP1, relaxin-stimulated cAMP HTRF, 30 min; hits give low values; Relaxin receptor 1 (Homo sapiens), Q9HBX9; 0.59% of 350,000 active; activity change, negative = inhibition, % at 57.5 µM;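 active = activity change of -60% or lower, but not beyond a set lower limit; inconclusive = change between -60% and -40%, or beyond the set limit; inactive = change above -40%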; also: % is scaled to controls: 0 for no effect and ±100 for the full control effect
# Target sequence (Q9HBX9 whole entry, looked up): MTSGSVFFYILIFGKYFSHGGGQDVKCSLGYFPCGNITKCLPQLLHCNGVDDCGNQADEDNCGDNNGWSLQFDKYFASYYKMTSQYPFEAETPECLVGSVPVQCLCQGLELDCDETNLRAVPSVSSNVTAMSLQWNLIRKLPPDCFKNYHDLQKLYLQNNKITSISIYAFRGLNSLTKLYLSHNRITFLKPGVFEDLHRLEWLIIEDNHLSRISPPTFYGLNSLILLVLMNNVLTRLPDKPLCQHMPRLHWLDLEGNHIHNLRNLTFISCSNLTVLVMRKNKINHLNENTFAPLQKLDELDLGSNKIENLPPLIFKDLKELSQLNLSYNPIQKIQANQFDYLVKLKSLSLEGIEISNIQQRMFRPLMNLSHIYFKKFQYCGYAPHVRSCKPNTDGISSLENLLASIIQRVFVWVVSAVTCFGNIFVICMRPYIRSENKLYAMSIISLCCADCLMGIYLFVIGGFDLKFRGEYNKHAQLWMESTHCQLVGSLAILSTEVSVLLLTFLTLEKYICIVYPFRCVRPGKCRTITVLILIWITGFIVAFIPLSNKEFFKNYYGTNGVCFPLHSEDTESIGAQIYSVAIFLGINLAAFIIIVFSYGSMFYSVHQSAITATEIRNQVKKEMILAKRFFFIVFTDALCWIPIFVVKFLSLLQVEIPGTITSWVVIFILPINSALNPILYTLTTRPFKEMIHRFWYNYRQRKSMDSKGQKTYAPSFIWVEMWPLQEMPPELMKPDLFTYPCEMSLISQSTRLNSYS
# RXFP1 agonist = qHTS Assay for Agonists of the Relaxin Receptor RXFP1. HEK293T-RXFP1 cAMP TR-FRET, 30 min; response scale: percent of porcine relaxin response, buffer zero. 0.3% of 370,000 active. Relaxin receptor 1 (Homo sapiens), Q9HBX9. Potency, µM (top dose mostly 57.5 µM), for the others: at the top dose activation, hits mostly activators; also: potency is read from the fitted curve at half-maximal effect; % is scaled to controls: 0 for no effect and ±100 for the full control effect; nearly all actives have a fitted effect of over 60% in size; many of its hits are not listed in these tables
#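 Agonist response is measured as cAMP accumulation in an RXFP1-transfected HEK293T line under PDE4 inhibition. Values are scaled between buffer-only and 29 nM porcine relaxin, and EC50s come from standard Hill equation fits.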
# D1 potentiator = Potentiators of Human D1 Dopamine Receptor: qHTS | HEK293 TREx D1 cells, calcium flux, dopamine EC20 potentiation | potentiation, % at 10 µM | 0.036% of 360,000 active | AID 504651, 2011; in the data active = potentiation above about 30%; also: 0% is about no effect
# D2 PAM = HTS Assay for Positive Allosteric Modulators of the Human D2 Dopamine Receptor: Primary Screen for Potentiators. 0.34% of 340,000 active. D(2) dopamine receptor (Homo sapiens), P14416. HEK293 T-REx D2, calcium flux, EC20 dopamine potentiation. potentiation, % at 10 µM;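 active = potentiation over 3 SD above the plate norm, cut at about 30% in these data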; also: 0% is about no effect
#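 Tetracycline-induced Hek293 Trex D2 cells, force-coupled to calcium, loaded with no-wash calcium dye. Compound added with 180 s kinetic read for agonism, then EC20 dopamine and a further 180 s read for potentiation.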
# * = called active by the depositor; ? = inconclusive; . = not tested or not shown. Unless noted, calls follow the shape of the dose curve; as a rule, active = well fitted curve in the direction sought with a large enough effect; inconclusive = small, poorly fitted or top-dose-only effect, or another doubt; inactive = no such curve, though single readings can be large; an effect the other way counts as inactive or inconclusive. These rows are one share of the data (hit frequency here may not be typical).
SMILES,Glioma ERSR ind,Vif-APOBEC3F blk,D1 agonist,D1 antag,Vif-A3G inh,RXFP1 antag,RXFP1 agonist,D1 potentiator,D2 PAM
Cc1c(NS(=O)(=O)N2CCCCC2)c(=O)n(-c2ccccc2)n1C,-1%,-8%,-2,33,-2%,14,-0.3%,7,1
CCC(CC)c1nnc(NC(=O)CS(=O)(=O)c2ccccc2)s1,-5%,16%,2,1,2%,-8,1.3%,1,4
CCN1CCN(CC(O)COc2ccc3c(C)cc(=O)oc3c2)CC1 (configuration not stated),1%,-11%,3,3,1%,-6,0.6%,0,-1
CN1CCCC(C#CC(O)(c2ccccc2)c2ccccc2)C1 (configuration not stated),-3%,-1%,6,-3,3%,-5,0.4%,-4,1
Cc1ccc(N(CC(=O)Nc2ccc3c(c2)OCCO3)S(=O)(=O)c2c(C)noc2C)cc1,-4%,-9%,0,-16,-1%,-7,-1.0%,-3,0
COc1ccc(S(=O)(=O)N2CCN(CCC(=O)Nc3ccc(F)cc3)CC2)cc1,-5%,-7%,2,-3,1%,1,-0.6%,12,2
O=C(CSc1nnnn1-c1ccc(O)cc1)Nc1cccc(S(=O)(=O)N2CCCC2)c1,-6%,8%,7,.,-1%,-6,0.4%,-4,6
CC(=O)Nc1ccc(S(=O)(=O)Nc2ccc3c(c2)CCC3)cc1,-3%,1%,52*,-56*,0%,-24,-1.9%,-8,1
COc1ccc([N+](=O)[O-])cc1N(CC(=O)N1CCOCC1)S(C)(=O)=O,-2%,-12%,4,-1,0%,-4,-6.4%,-4,-7
CCC1(c2ccccc2)NC(=O)N(CC(=O)NCC2COc3ccccc3O2)C1=O (configuration not stated),-8%,-4%,1,1,-1%,-15,-0.1%,-2,11
Cc1ccc(NC(=O)c2ccc(Cl)cc2Cl)c(C(=O)c2ccccc2)c1,1%,0%,1,7,-1%,-30,-0.1%,-2,-1
O=C(CCn1c(=O)oc2ccccc21)N1CCN(c2ccc(F)cc2)CC1,-3%,-1%,1,-2,0%,5,-0.3%,-6,-15
O=S(=O)(c1cccc(-c2csc(N/N=C/c3ccco3)n2)c1)N1CCOCC1,-3%,-13%,0,-15,-5%,-19,2.6%,-10,9
O=C1Oc2ccccc2C(=O)/C1=C/N1CCN(c2ccccc2F)CC1,-5%,5%,3,-9,0%,-14,-0.9%,-11,-25
Cc1cc(OCC(=O)Nc2ccc(-c3nc4cc(Cl)ccc4o3)cc2)cc(C)c1Cl,-1%,1%,-2,6,3%,.,1.7%,-2,0
CN(c1ccccc1)S(=O)(=O)c1cccc(NC(=O)CN2C(=O)NC3(CCCC3)C2=O)c1,-4%,5%,3,-1,0%,-2,-0.4%,-3,4
Cc1oc2cc(O)ccc2c(=O)c1-c1ccccc1,5%,6%,0,4,3%,-5,-0.9%,-6,8
Cc1ccc(CNC(=O)CCS(=O)(=O)c2ccc(Br)s2)cc1,1%,4%,2,7,0%,3,0.2%,-4,6
Cc1cccnc1CCNC(=O)C1CCC(=O)N(Cc2cccc(F)c2)C1 (configuration not stated),-5%,3%,2,-18,2%,-4,0.1%,-3,-5
O=C(Cn1nc(C(F)(F)F)c2c1CCC2)NCc1ccc(Cl)cc1,-1%,1%,1,-10,-4%,4,1.4%,3,4
CCc1ccc(C(=O)NNc2ccc(S(N)(=O)=O)cc2)cc1,-1%,1%,0,-17,4%,15,-0.2%,2,10
O=C(COC(=O)c1ccc(F)cc1F)NC1CC1,-3%,-3%,2,16,0%,6,-0.3%,-2,2
COc1ccccc1/C=C/C=C1\Oc2c(ccc(O)c2CN2CCN(CCO)CC2)C1=O,2%,?,114*,-31*,?,-5,0.9%,0,.
Cc1cc(C)n(/N=C/c2cccc([N+](=O)[O-])c2)c(=O)c1,1%,-5%,2,-10,0%,-17,-1.3%,-3,10
COC(=O)c1ccccc1NC(=O)Cn1c(=O)cc(-c2ccccc2)c2c(C)nn(C)c21,-3%,-3%,2,-2,3%,-4,3.0%,2,2

# Reformatted with bars between the fields: three of the compounds above
mol | Glioma ERSR ind | Vif-APOBEC3F blk | D1 agonist | D1 antag | Vif-A3G inh | RXFP1 antag | RXFP1 agonist | D1 potentiator | D2 PAM
Cc1cc(OCC(=O)Nc2ccc(-c3nc4cc(Cl)ccc4o3)cc2)cc(C)c1Cl | -1% | 1% | -2 | 6 | 3% | . | 1.7% | -2 | 0
COc1ccc(S(=O)(=O)N2CCN(CCC(=O)Nc3ccc(F)cc3)CC2)cc1 | -5% | -7% | 2 | -3 | 1% | 1 | -0.6% | 12 | 2
Cc1ccc(CNC(=O)CCS(=O)(=O)c2ccc(Br)s2)cc1 | 1% | 4% | 2 | 7 | 0% | 3 | 0.2% | -4 | 6

# Returning to the listing, starting 4 compounds before the break.
SMILES,Glioma ERSR ind,Vif-APOBEC3F blk,D1 agonist,D1 antag,Vif-A3G inh,RXFP1 antag,RXFP1 agonist,D1 potentiator,D2 PAM
O=C(COC(=O)c1ccc(F)cc1F)NC1CC1,-3%,-3%,2,16,0%,6,-0.3%,-2,2
COc1ccccc1/C=C/C=C1\Oc2c(ccc(O)c2CN2CCN(CCO)CC2)C1=O,2%,?,114*,-31*,?,-5,0.9%,0,.
Cc1cc(C)n(/N=C/c2cccc([N+](=O)[O-])c2)c(=O)c1,1%,-5%,2,-10,0%,-17,-1.3%,-3,10
COC(=O)c1ccccc1NC(=O)Cn1c(=O)cc(-c2ccccc2)c2c(C)nn(C)c21,-3%,-3%,2,-2,3%,-4,3.0%,2,2
O=C(NCCO)c1ccc(Cl)c(Cl)c1,-1%,-10%,-2,1,1%,8,21%,7,-5
CCOC(=O)N1C2=NC(C(=O)OC)=C(C(=O)OC)[C@@H]3Nc4ccccc4[C@]23C[C@H]1C(=O)OC,-5%,-1%,7,-6,-5%,.,0.5%,3,11
COc1cccc(N2CCN(CC(=O)N3CCN(S(=O)(=O)c4ccc(Cl)cc4)CC3)CC2)c1,-2%,5%,10,-24,3%,-20,0.2%,-5,.
C/C(=N\NC(=O)C(c1ccccc1)c1ccccc1)c1ccccn1,-7%,-13%,8,-21,-13%,3,0.8%,0,5
Cc1nc(C)n(CC(=O)N2CCCC(C(=O)c3ccc(C(F)(F)F)cc3)C2)n1 (configuration not stated),-3%,-4%,-1,-1,4%,4,-0.5%,-3,6
CN(c1ccccc1)S(=O)(=O)c1cccc(NC(=O)C2=NNC(=O)CC2)c1,-2%,?,.,.,2%,4,.,.,.
CCOC(=O)c1oc2ccccc2c1NC(=O)COc1ccc(F)cc1,-2%,-1%,4,11,-4%,-9,-0.8%,-3,1
CSc1nc2[nH]c(=O)n(O)c(=O)c2n1Cc1ccccc1,-1%,-16%,.,.,?,-14,.,.,.
O=C(c1ccc(COc2ccccc2[N+](=O)[O-])o1)N1CCCCC1,2%,2%,1,26,-1%,-6,4.0%,-4,-1
O=C(Nc1ccccc1N1CCOCC1)c1cc(-c2ccco2)nc2ccccc12,-3%,-5%,-1,.,-9%,-11,-1.4%,-2,7
O=C(Nc1ccccc1-c1nc2ccccc2s1)c1cccnc1Cl,0%,0%,4,5,0%,10,6.3%,-1,-6
c1ccc(N=P(c2nc3ccccc3o2)(N2CCOCC2)N2CCOCC2)cc1,4%,1%,1,1,-5%,23,-0.5%,-5,9
Cc1ccnc(SCCn2c(N3CCCCC3)nc3c2c(=O)n(C)c(=O)n3C)n1,1%,-2%,1,-17,1%,-2,1.4%,-2,10
O=C(Nc1ccc(Cl)cc1)C1C2CCC3C(CCC21)C3(Cl)Cl (configuration not stated),-3%,-8%,1,-9,2%,-3,-0.5%,-2,-25
CCOC(=O)C(=O)NNc1ccccc1C,-5%,-6%,2,-12,-2%,-4,0.2%,3,-5
CNc1nc(Nc2ccc(Br)cc2)nc(N)c1[N+](=O)[O-],0%,-15%,0,1,-15%,-4,3.8%,2,15
COc1ccc2oc(C(=O)OCC(=O)N(CC(C)C)c3c(N)n(Cc4ccccc4)c(=O)[nH]c3=O)c(C)c2c1,-1%,0%,2,20,-8%,-5,-0.6%,1,-12
Cc1ccc(S(=O)(=O)N2C(=O)C(C)SC2=Nc2ccccc2)cc1 (configuration not stated),-3%,2%,1,5,-1%,.,0.1%,4,0
Cc1nc(SCc2ccc(Cl)c(Cl)c2)ncc1C(=O)O,3%,-13%,4,-1,-10%,-15,0.4%,-6,0
Cc1nonc1OCCNc1ccc([N+](=O)[O-])cc1[N+](=O)[O-],-1%,-5%,0,-13,-7%,1,-0.6%,-10,5
COc1ccccc1OCCCCn1c(-c2ccc(Cl)cc2)nc2ccccc2c1=O,2%,-5%,0,2,-1%,-9,2.7%,-3,6
COc1ccc(-c2nc(CN3CCC(C(=O)N4CCc5ccccc54)CC3)c(C)o2)cc1OC,-3%,-5%,1,-18,-2%,-1,1.4%,.,-9
O=[N+]([O-])c1ccc(OCCn2cnc3ccccc32)cc1,-3%,14%,3,-28,-1%,-6,0.0%,-7,-6
Cc1ccc(-n2c(=O)c3c4c(sc3n3c(C)nnc23)COC(C(C)C)C4)cc1 (configuration not stated),1%,4%,.,.,-1%,-14,.,.,.
CC1CCN(C(=O)CCC(=O)N2CC(C)Oc3ccccc32)CC1 (configuration not stated),-1%,-9%,0,41,-6%,-9,0.8%,6,11
